UTI89 phage lysis: protection from phage-mediated lysis, alamar blue read-out – E. coli UTI89, K1F phage, bacterial capsule biogenesis inhibitors (AID 488966) | 340,000 tested, 0.02% active | one-dose inhibition, % at 100 µM; IC50 in µM for titrated hits | E. coli UTI89 K1F phage lysis, alamar blue, 2 h; higher % means a stronger effect;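 active means phage lysis inhibition, versus mean bacterial control, above a set limit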;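 further: capsule biogenesis inhibitors block K1F phage lysis so surviving cells raise fluorescence; higher fluorescence means more inhibition of phage lysis; actives were called in the ten point dose series up to 300 µM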
Autophagy HCS: autophagy modulation, high-content screen; MEF GFP-LC3 puncta imaging; test concentration mostly 10 µM; 190,000 tested, 0.98% active; AID 463193; calls only at 10 µM (by protocol);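 active means percentage of spot-positive cells more than 3 SD above its plate mean, without a fluorescence outlier flag or 80% toxicity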;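 further: spot-positive cell cutoff set from DMSO-treated cells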
bCat nuc transl: modulators of beta-catenin nuclear translocation; HeLa beta-catenin nuclear translocation, immunofluorescence imaging; nuclear translocation activity, % at 5 µM; 190,000 tested, 0.3% active;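 active means nuclear translocation activity above 50% at 5 µM, with a well cell count of 50 or more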;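 further: per-cell ratio of nuclear to cytoplasmic median beta-catenin stain intensity; plate controls were DMSO negative control for no effect and GSK-3 inhibitor IX positive control for full effect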
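assay system = human HeLa cells, endogenous beta-catenin | times = compound treatment 24 h, 37°C, 5% CO2 | detection = Anti-beta-catenin immunofluorescence on PFA-fixed, Triton-permeabilized cells, DAPI nuclei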
P. falciparum M1AAP: P. falciparum M1AAP inhibitors, biochemical, fluorogenic H-Leu-NHMec substrate, 1536-well (AID 1445) | 220,000 tested, 0.42% active | recombinant M1AAP, H-Leu-NHMec fluorogenic kinetic assay; higher % means a stronger effect | one-dose inhibition, % at 30 µM; IC50 in µM for titrated hits;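 active means primary inhibition above the hit cutoff, then over 50% inhibition at one or more dose response concentrations, cut at about 23% in these data, passing the limit was not always enough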;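 further: plate controls were DMSO full reaction for no effect and no enzyme background for full effect; strong numbers were not always called active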
Insulin prom up: MIN6 insulin promoter up-regulation; MIN6 insulin promoter-GFP reporter, high-content imaging; hits give high values; z-score at 5 µM; 190,000 tested, 0.3% active; AID 1625;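 active means z-score above 3 at 5 µM with at least 500 cells counted in the well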
Dynein transport: dynein cargo transport inhibition | 3617.4 mouse cells, GR-EGFP nuclear translocation imaging; test concentration mostly 20 µM; stimulated with dexamethasone, 1 µM; hits give low values | z-score, hits read low | 220,000 tested, 0.47% active;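 active means plate z-score of nuclear minus cytoplasmic receptor signal below a set negative limit, without overly bright fluorescence or cell loss, cut at about -3.5 in these data, passing the limit was not always enough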;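 further: z-score of nuclear minus cytoplasmic ring GR-EGFP intensity difference per well; some compounds called inactive have numbers as strong as hits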
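medium = tetracycline-free induction medium containing charcoal-stripped FBS | probe or stimulus = dexamethasone, 1.0 µM final | timing = 48 h induction, then 1 h compound, then 30 min agonist, 37 °C | detection = automated 10x imaging of fixed Hoechst-stained cells | read-out basis = nuclear versus cytoplasmic GR-EGFP signal, averaged per well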
P. falciparum M17LAP: P. falciparum M17LAP inhibitors, primary screen, biochemical, fluorogenic H-Leu-NHMec substrate, 1536-well (AID 1619). 220,000 tested, 0.38% active. one-dose inhibition, % at 30 µM; IC50 in µM for titrated hits. recombinant M17LAP, H-Leu-NHMec fluorogenic kinetic assay; higher % means a stronger effect;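 active means compound inhibiting the enzyme by more than half at any dose during confirmatory dose-response retesting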;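 further: plate controls were full reaction with DMSO carrier for no effect and no enzyme background for full effect; strong numbers were not always called active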
MT stabilizer: stabilizes microtubules in HeLa cells | % tubulin-high responders, % at 10 µM | AID 2205 | HeLa tubulin immunostaining HCS, 24 h; share of cells brighter than vehicle mean+2SD | 200,000 tested, 0.83% active;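 active means plate Z-score above 3 for both tubulin-high and condensed-nucleus cell shares, with cell loss under 80%, at 10 µM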;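 further: anti alpha tubulin signal scored within the nucleus-defined area of each cell; some results filed as inactive read as strong as hits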
CSM14.1 death rescue: rescue of cells from ER stress-induced death, primary screen, 384-well, CSM14.1, thapsigargin, ATP luminescence (AID 1222); cellular ATP content (survival), % at 20 µM; hits with a dose series show EC50 in µM; CSM14.1 thapsigargin-induced death rescue, ATP luminescence; higher % means a stronger effect; 190,000 tested, under 10 active;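 active means EC50 below 50 µM in the dose-response confirmation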;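 further: death triggered by thapsigargin at about 15 µM added after 2 h compound pretreatment; cell ATP read after overnight thapsigargin exposure of roughly 18 to 22 hours; normalized against plate controls of thapsigargin alone and 5% DMSO vehicle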
Dynein transport cytoplasmic EGFP: second read-out of Dynein transport, no call of its own (marks repeat the call); z-score; measured here: cytoplasmic GR-EGFP intensity; hits give high values
Dynein transport nuclear GR-EGFP: further read-out of Dynein transport, marked with its call; z-score; measured here: nuclear GR-EGFP intensity;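 lower value marks the stronger effect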
Dynein transport cell count: further read-out of Dynein transport, marked with its call; z-score; measured here: cell count per field
Insulin prom up cell count: second read-out of Insulin prom up, no call of its own (marks repeat the call); cell count; measured here: cytotoxicity, nuclei count;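 total cells summed across four imaged fields per well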
bCat nuc transl cell count 5 µM: also measured in bCat nuc transl; calls as there; cell count; measured here: cell count, cytotoxicity flag
MT stabilizer Hoechst-high %: also measured in MT stabilizer; calls as there; % Hoechst-high responders; measured here: nuclear condensation Hoechst responders;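 share of cells brighter than vehicle mean plus two SD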
MT stabilizer cytotoxicity %: also measured in MT stabilizer; calls as there; toxicity, %; measured here: cytotoxicity by cell density;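 0% = mean cell density of plate MIN control wells and 100% = no cells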
Autophagy HCS cell loss 18 h: also measured in Autophagy HCS; calls as there; toxicity, %; measured here: cell loss, nuclei count;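 cell loss after 18 h compound exposure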
Numbers without * were called inactive; i = inactive; . = not tested or not shown; [ ] = dose if it differs, or a comment. Rows were taken by chance. Share with any hit: about 2.9%.

structure	Insulin prom up	P. falciparum M17LAP	MT stabilizer cytotoxicity %	CSM14.1 death rescue	Insulin prom up cell count	Autophagy HCS	Dynein transport nuclear GR-EGFP	Dynein transport	Dynein transport cell count	Autophagy HCS cell loss 18 h	P. falciparum M1AAP	MT stabilizer Hoechst-high %	Dynein transport cytoplasmic EGFP	UTI89 phage lysis	bCat nuc transl cell count 5 µM	bCat nuc transl	MT stabilizer
COc1ccc(CN(C(=O)c2snc(C(N)=O)c2N)C(C(=O)NC(C)(C)C)c2ccco2)cc1 (stereo unspecified)	-0.46	0%	4.2	0.1%	979	i	0.031	-0.45	-0.058	-5	7%	2.9	-0.18	0.9%	1081	-1.9	6.0
Cc1c(Br)c([N+](=O)[O-])nn1C(C)C(=O)NCc1cccs1 (stereo unspecified)	-0.5	-16%	3.3	-0.4%	1469	i	0.62	-0.049	-0.57	-26	3%	2.9	0.66	1.4%	1437	1.0	2.9
CCc1nnc(NC(=O)C2=CCN(S(=O)(=O)c3ccccc3)CC2)s1	-0.52	3%	.	.	1141	.	0.66	0.45	-0.99	.	4%	.	-0.16	0.0%	1320	-1.2	.
O=C(N/C(=C/c1cn(-c2ccccc2)nc1-c1ccccc1)C(=O)N1CCOCC1)c1ccccc1	-0.25	16%	8.4	-2.7%	1569	i	-0.0018	0.35	0.095	41	7%	2.3	-0.25	.	1184	-0.7	3.5
Cc1cc2c(NC(=O)Nc3ccc(C(C)(C)C)cc3)cccc2nn1	-0.26	1%	.	.	944	.	-0.025	-0.18	0.6	.	3%	.	-0.29	-1.5%	1258	-1.4	.
CC(C)COC(=O)N1CC(O)CC1C(=O)O (stereo unspecified)	.	-3%	1.7	0.3%	.	i	-0.32	-0.84	0.62	-1	1%	2.2	-0.2	0.5%	1194	-1.4	4.6
CCCNC(=O)C(CC)NS(=O)(=O)c1ccc(OC)cc1 (stereo unspecified)	-0.49	1%	8.8	2.1%	1408	i	-0.17	-0.96	0.43	8	6%	3.4	-0.18	0.2%	945	-2.7	3.0
O=C(c1ccccc1)N1CCCCC(S(=O)(=O)c2ccc3ccccc3c2)C1=O (stereo unspecified)	.	2%	8.8	-3.2%	.	i	0.28	-0.59	1.4	-3	0%	1.3	-0.26	-0.8%	1044	-1.0	1.8
Cc1nnsc1-c1nnc(SCC(=O)c2ccc(F)cc2)n1C1CC1	0.85	-2%	.	.	1063	.	0.059	0.002	-0.1	.	2%	.	-0.16	-0.4%	1296	-1.0	.
Cc1cnccc1CN(C)Cc1nc(Cc2ccccc2Cl)no1	-0.42	8%	8.5	0.6%	1101	i	-0.3	-0.4	0.55	7	6%	2.0	-0.31	-0.6%	1027	-0.2	2.4

Looked up above:
CCCNC(=O)C(CC)NS(=O)(=O)c1ccc(OC)cc1 (stereo unspecified) in P. falciparum M1AAP is entered as 6%
Cc1nnsc1-c1nnc(SCC(=O)c2ccc(F)cc2)n1C1CC1 in Dynein transport cell count is entered as -0.1

(listing goes on)
structure	Insulin prom up	P. falciparum M17LAP	MT stabilizer cytotoxicity %	CSM14.1 death rescue	Insulin prom up cell count	Autophagy HCS	Dynein transport nuclear GR-EGFP	Dynein transport	Dynein transport cell count	Autophagy HCS cell loss 18 h	P. falciparum M1AAP	MT stabilizer Hoechst-high %	Dynein transport cytoplasmic EGFP	UTI89 phage lysis	bCat nuc transl cell count 5 µM	bCat nuc transl	MT stabilizer
Cc1ccccc1OCCCN1CCCC1	.	1%	7.8	-0.4%	.	i	0.17	-0.076	0.048	7	-1%	2.1	-0.33	-0.4%	.	.	4.5
O=C(CN1C(=O)NC2(CCCCC2)C1=O)NC1CCCc2ccccc21 (stereo unspecified)	-0.2	-5%	8.6	-0.3%	1504	i	0.6	0.56	-0.92	-4	2%	2.8	-0.24	2.5%[50 µM]	1076	-2.5	3.1
CCn1ccnc1CN1CCCC(C(=O)c2ccc3c4c(cccc24)CC3)C1 (stereo unspecified)	-0.32	-1%	2.2	4.9%	1327	i	0.32	0.79	-0.12	-29	14%	1.7	-0.24	0.6%	1045	3.0	4.0
Brc1ccc2oc(-c3ccn[nH]3)cc2c1	-0.04	-6%	.	.	1110	.	0.14	0.25	-0.62	.	1%	.	-0.2	.	1264	0.9	.
COc1ccc2nc(SCC(=O)c3ccco3)[nH]c2c1	0.97	6%	5.8	2.2%	1541	i	-0.92	-0.61	-0.21	-2	3%	1.3	-0.15	3.5%	1377	-2.3	3.1
O=C(Cn1nc(C(F)(F)F)c2c1CCCC2)Nc1ccc2c(c1)OCO2	0.27	1%	0.8	-3.4%	1253	i	-0.15	-0.53	1.4	-12	7%	1.3	-0.24	0.1%	1256	-5.0	1.9
CCCOC(=O)Cn1c(=O)c2cc3c(=O)n(CC(=O)OCCC)c(=O)c3cc2c1=O	0.58	2%	5.3	-1.6%	709	i	0.11	-0.4	1	17	5%	2.7	-0.18	1.3%	1175	-4.8	4.1
CC(=O)NS(=O)(=O)c1ccccc1	.	0%	0.9	2.7%	.	i	0.39	0.69	-0.73	18	5%	4.9	-0.35	0.3%	.	.	6.9
Cc1cc2c([nH]c3ccccc32)c2c1OC(C)(C)C=C2	-1	6%	.	.	1068	.	0.1	-0.48	-0.27	.	5%	.	-0.76	-0.1%	1058	1.4	.
N#Cc1nc(N2CCCCC2)nc(N2CCOCC2)n1	0.33	5%	24	-1.7%	1303	i	0.072	-0.77	-0.46	-6	7%	1.6	0.07	5.0%	.	.	2.7

Arranged by value in Dynein transport nuclear GR-EGFP (descending): 3 from the list above.
Structure	P. falciparum M17LAP	Dynein transport nuclear GR-EGFP	Dynein transport	Dynein transport cell count	P. falciparum M1AAP	MT stabilizer Hoechst-high %	Dynein transport cytoplasmic EGFP
CC(=O)NS(=O)(=O)c1ccccc1	0%	0.39	0.69	-0.73	5%	4.9	-0.35
N#Cc1nc(N2CCCCC2)nc(N2CCOCC2)n1	5%	0.072	-0.77	-0.46	7%	1.6	0.07
O=C(Cn1nc(C(F)(F)F)c2c1CCCC2)Nc1ccc2c(c1)OCO2	1%	-0.15	-0.53	1.4	7%	1.3	-0.24

Next section.
structure	Insulin prom up	P. falciparum M17LAP	MT stabilizer cytotoxicity %	CSM14.1 death rescue	Insulin prom up cell count	Autophagy HCS	Dynein transport nuclear GR-EGFP	Dynein transport	Dynein transport cell count	Autophagy HCS cell loss 18 h	P. falciparum M1AAP	MT stabilizer Hoechst-high %	Dynein transport cytoplasmic EGFP	UTI89 phage lysis	bCat nuc transl cell count 5 µM	bCat nuc transl	MT stabilizer
NC(=O)c1cccc2c3c([nH]c12)CCCC3	-0.4	-5%	5.2	-0.8%	1417	i	0.18	-0.3	0.7	-44	0%	3.5	-0.27	-0.3%	941	-3.4	6.2
O=C(Nc1cccc(S(=O)(=O)Nc2ccccc2Cl)c1)c1ccc(Cl)nc1	-0.43	5%	6.4	-3.0%	1175	i	0.17	0.96	-0.51	-9	1%	1.6	-0.088	2.5%[50 µM]	538	-1.6	1.9
CCOC(=O)/C(C)=N/Nc1nc(-c2ccc(NC(C)=O)cc2)cs1	1.3	8%	.	.	886	.	0.31	-0.25	0.92	.	11%	.	-0.29	.	1199	0.3	.
Cc1ccc(C)c(C(=O)CSc2n[nH]c(-c3ccncc3)n2)c1	0.05	10%	4.5	-2.1%	1410	i	-0.82	-1.4	0.88	10	3%	1.3	-0.47	3.2%	1420	0.3	3.8
CCC(NS(=O)(=O)c1cnn(CC)c1)c1ccccc1 (stereo unspecified)	0.67	-1%	11	0.4%	1277	i	0.95	1.4	0.67	20	-1%	3.0	-0.32	1.9%	1591	0.0	3.1
COc1ccc(CN(CC(=O)NCc2ccccc2)C(=O)c2csnn2)cc1	0.65	5%	8.3	-2.1%	1506	i	0.56	0.35	-0.15	-10	1%	2.4	-0.25	-0.1%	1048	0.7	1.8
CCOC(=O)c1[nH]c2cc3c(cc2c1NC(=O)CN1CCc2ccccc2C1)OCO3	0.01	-11%	4.9	8.2%	1491	i	0.53	0.21	-0.89	19	11%	2.6	-0.079	0.0%	1388	0.1	8.6
CN(C)c1ccc(/C=N/NC(=O)CN(c2cccc(Cl)c2)S(C)(=O)=O)cc1Br	2.1	1%	5.9	-1.9%	864	i	0.88	0.8	0.6	-6	9%	1.1	-0.24	-0.1%	1068	-2.3	1.8
Cc1ccc(C2C(C#N)=C(N)Oc3n[nH]c(-c4cccnc4)c32)o1 (stereo unspecified)	0.34	10%	7.6	0.9%	1175	i	0.013	0.67	0.028	0	8%	0.9	-0.24	-0.9%	1099	-1.3	1.3
COC(=O)c1ccccc1Sc1ncnc2onc(C)c12	0.23	-4%	6.2	-1.3%	1507	i	-1	-2.3	-0.95	5	2%	1.7	0.37	6.9%	1134	-4.1	2.1

Assay outcomes: PubChem, several laboratories
